OXTR agonist: human OXTR agonists, primary screen, fluorescence, CHO-OTR cells, Fluo-8 calcium; activation, % at 3 µM; AID 2435, 2010; hit rate 0.32% among 320,000; Oxytocin receptor (Homo sapiens), P30559; Fluo-8 calcium fluorescence; normalized: DMSO 0%, oxytocin 100%;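 active = activation above the mean of all tested compounds plus 3 SD, cutoff set per screening run, cut at about 20% in these data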;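 note: peak over basal fluorescence ratio from a 100 s FLIPR kinetic read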
CHRM1 antagonist: human M1 muscarinic receptor antagonists, primary screen, CHO-K1 cells, Fluo-8 calcium fluorescence, 1536-well | inhibition, % at 3 µM | CHO-K1 hM1, ACh EC80 antagonist | hit rate 1.3% among 360,000 | Muscarinic acetylcholine receptor M1 (Homo sapiens), P11229;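 active = percent inhibition above its own plate's cutoff, namely the mean of that plate's compound wells plus 3 SD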;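 note: peak over basal fluorescence ratio during 140 s after agonist addition; 0% = ACh EC80 plus DMSO and 100% = DMSO alone without agonist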
Target sequence (P11229 whole entry, looked up): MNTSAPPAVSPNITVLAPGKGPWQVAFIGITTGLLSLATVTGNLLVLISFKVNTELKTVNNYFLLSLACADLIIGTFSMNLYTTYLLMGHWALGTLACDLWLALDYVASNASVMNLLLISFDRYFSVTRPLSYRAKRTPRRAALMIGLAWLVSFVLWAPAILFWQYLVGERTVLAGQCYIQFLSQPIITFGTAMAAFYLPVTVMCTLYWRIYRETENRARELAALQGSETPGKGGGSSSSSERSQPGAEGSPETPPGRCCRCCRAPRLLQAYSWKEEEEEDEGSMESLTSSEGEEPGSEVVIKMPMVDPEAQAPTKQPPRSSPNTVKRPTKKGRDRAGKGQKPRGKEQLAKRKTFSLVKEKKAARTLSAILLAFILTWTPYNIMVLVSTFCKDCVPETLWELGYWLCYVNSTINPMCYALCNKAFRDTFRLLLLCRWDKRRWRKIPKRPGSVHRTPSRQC
CHO parental Ca: ATP-evoked calcium signal inhibitors, parental CHO, primary screen, counter-screen for OX1R antagonist project, cell-based, fluorescence, Fluo-8 calcium dye; AID 463079, 2010; inhibition, % at 5.6 µM; parental CHO-K1, ATP-induced calcium, Fluo-8 fluorescence; hit rate 0.63% among 330,000;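 active = inhibition above that plate's mean sample inhibition plus 3 SD, cut at about 26% in these data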;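 note: 0% = ATP-challenged DMSO wells and 100% = DMSO wells without ATP; some compounds past the cut are filed as inactive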
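material = parental CHO cells | also added = ATP as calcium-mobilizing challenge | dosing = single point at 5.6 µM | detection = intracellular calcium via Fluo-8 no-wash fluorescent dye | read-out = % inhibition | benchmarks = low control ATP plus DMSO, high control DMSO only | repeats = one well per compound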
V1aR counter: agonists of human V1a receptor, primary screen, counter-screen for OXTR agonist project, fluorescence, CHO-V1R cells; Vasopressin V1a receptor (Homo sapiens), P37288; Fluo-8 calcium fluorescence, agonist mode; 0% DMSO, 100% 3 nM vasopressin; activation, % at 3 µM; hit rate 0.25% among 320,000;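 active = activation above the mean activation of all tested compounds plus 3 SD, per screening run, cut at about 20% in these data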;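 note: signal is peak over basal fluorescence ratio across a 100 second FLIPR read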
Target sequence (P37288 whole entry, looked up): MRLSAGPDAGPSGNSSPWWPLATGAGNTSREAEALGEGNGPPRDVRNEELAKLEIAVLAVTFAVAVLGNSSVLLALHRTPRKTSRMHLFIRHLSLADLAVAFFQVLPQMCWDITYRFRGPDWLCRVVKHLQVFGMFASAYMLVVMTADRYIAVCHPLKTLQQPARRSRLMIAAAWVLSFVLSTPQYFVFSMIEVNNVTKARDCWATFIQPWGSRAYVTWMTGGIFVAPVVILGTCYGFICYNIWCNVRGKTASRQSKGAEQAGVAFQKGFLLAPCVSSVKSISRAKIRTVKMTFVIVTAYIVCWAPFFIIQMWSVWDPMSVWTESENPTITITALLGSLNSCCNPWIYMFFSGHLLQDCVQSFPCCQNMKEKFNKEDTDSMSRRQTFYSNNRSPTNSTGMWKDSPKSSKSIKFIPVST
TAAR1 antag: human TAAR1 antagonists, primary screen, Fluo-8 calcium fluorescence, CHO RD-HGA16 cells | Trace amine-associated receptor 1 (Homo sapiens), Q96RJ0 | antagonist | inhibition, % at 3 µM | hit rate 1.5% among 360,000 | AID 624466, 2012;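 active = inhibition above a per-plate cutoff, the mean inhibition of test compounds on that plate plus 3 SD, cut at about 49% in these data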;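 note: 0% = DMSO plus EC80 beta-PEA response and 100% = DMSO alone without agonist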
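Test system: CHO RD-HGA16 cells bearing hTAAR1 | Reagent: β-PEA, EC80 | Compound dosing: 3 µM, single point | Schedule: Dye loading 75 min at 37 °C, then 30 min room temperature | Signal: Calcium fluorescence with Fluo-8 | Evaluation: Percent inhibition of PEA-evoked calcium signal, max/basal emission ratio | Control set: DMSO-only wells and EC80 β-PEA-stimulated wells | Repeats: Singlicate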
M1 PAM: human M1 muscarinic receptor positive allosteric modulators, primary screen, CHO-K1 cells, Fluo-8 calcium fluorescence, 1536-well; activation, % at 3 µM; hit rate 0.088% among 360,000; CHO-K1 hM1, ACh EC20; 0% = ACh EC20, 100% = maximal ACh; in the data active = activation above about 19%, passing the limit was not always enough
OXTR potentiator: human OXTR potentiators, primary screen, fluorescence, CHO-OTR cells, Fluo-8 calcium; hit rate 0.061% among 320,000; AID 2445, 2010; activation, % at 3 µM; Fluo-8 calcium fluorescence, potentiator mode; 0% = oxytocin EC15, 100% = EC100;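 active = activation above that plate's cutoff, the mean activation of tested compounds plus 3 SD, cut at about 6.6% in these data, passing the limit was not always enough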;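 note: 100% uses oxytocin at 75 nM as the full agonist control; some results filed as inactive read as strong as hits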
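Assay system: CHO cell line stably expressing human OTR. Reagent: EC15 oxytocin agonist. Dosing: single dose, 3.0 µM nominal final compound concentration. Timing: compound 6 min at room temperature before oxytocin, 100 s read. Signal: kinetic Fluo-8 calcium fluorescence. Controls: oxytocin EC15 low and EC100 high.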
M1 ag: human M1 muscarinic receptor agonists, primary screen, Fluo-8 calcium fluorescence, CHO-K1 cells, HTS; Muscarinic acetylcholine receptor M1 (Homo sapiens), P11229; activation, % at 3 µM; CHO-K1 hM1, agonist mode; 0% DMSO, 100% acetylcholine EC100; AID 588814, 2011; hit rate 0.33% among 360,000;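 active = activation above the run's mean compound activation plus 3 SD, cut at about 16% in these data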;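 note: peak over basal fluorescence ratio within a 140 s kinetic read after compound addition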
TAAR1 agonist: human TAAR1 agonists, primary screen, Fluo-8 calcium fluorescence, CHO RD-HGA16 cells; vehicle wells 0%, saturating PEA agonist 100%; hit rate 0.99% among 360,000; activation, % at 3 µM; AID 624467, 2012; Trace amine-associated receptor 1 (Homo sapiens), Q96RJ0;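 active = activation above the mean activation of all test compounds in the run plus 3 SD, cut at about 38% in these data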
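test system = CHO RD-HGA16 cells carrying human TAAR1 plus Gα16 | schedule = 17-24 h seeding, 75 min 37 °C dye, 30 min RT | compound dosing = 3 µM single concentration | control set = DMSO and PEA EC100 | replicates = n 1 | signal = Fluo-8 fluorescence, 5 s baseline then 140 s kinetic read | measure = percent activation vs PEA EC100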
Numbers without * were called inactive; nt = no result given.

SMILES | OXTR agonist | CHRM1 antagonist | CHO parental Ca | V1aR counter | TAAR1 antag | M1 PAM | OXTR potentiator | M1 ag | TAAR1 agonist
COc1cc(CCc2ccccc2)c(C(=O)O)c(O)c1CC=C(C)C | nt | -4 | nt | nt | 26 | -5 | nt | -3 | -3
COc1ccc(S(=O)(=O)N2CCCC(C(=O)NCc3ccc(F)cc3)C2)cc1 (stereo not drawn) | 2.2 | -9 | -25 | 2.6 | -10 | 6 | 2 | -8 | 3
CC1(O)C(=O)C=C2C=C(c3ccsc3)OC=C2C1=O (stereo not drawn) | 0.0 | nt | 3 | 0.0 | nt | nt | -4 | nt | nt
CNC(=O)c1ccsc1NC(=O)CS(=O)(=O)c1ccccc1 | 2.7 | -8 | -12 | 0.4 | -4 | 5 | -10 | -1 | 2
Cc1ccc(Cl)cc1NC(=S)N(CCCN1CCN(C)CC1)Cc1cccs1 | 1.9 | -12 | 8 | 2.0 | -4 | 15 | -3 | -3 | 2
CN(C)C(CNC(=O)Cc1cccc(C(F)(F)F)c1)c1ccccc1 (stereo not drawn) | 0.5 | 10 | -19 | 0.7 | 6 | -15 | -12 | -10 | 2
CN1CCN(C(=O)C2=C[C@H](c3csc4ccccc34)C[C@H](OCc3ccc(CO)cc3)O2)CC1 | 6.5 | 0 | -14 | 3.6 | 16 | 4 | -15 | -7 | 15
O=C(Cn1nc(C(=O)O)c2ccccc2c1=O)Nc1nc(-c2ccccc2)cs1 | 4.3 | 6 | 18 | 2.6 | 9 | -1 | -10 | -2 | 7
CC(CN1CCCC1)OC(=O)c1ccc(Cl)cc1Cl (stereo not drawn) | -0.5 | 13 | -20 | -0.2 | -15 | -11 | -16 | -7 | 3
COCCN(CC(=O)Nc1cccc(C)c1C)C(=O)c1ccc(-n2cccn2)cc1 | 0.5 | 1 | -13 | -0.7 | 6 | 7 | -4 | -4 | 21
CCCCNC(=O)c1cc2nc3c(c(C(F)(F)F)n2n1)CCc1ccccc1-3 | 0.7 | -7 | 2 | -0.8 | 19 | 13 | 3 | -3 | 5
NS(=O)(=O)c1cccc(NC(=O)c2cccc3c(Br)cccc23)c1 | 3.0 | -7 | -12 | 7.5 | 11 | 1 | -15 | -3 | 5
COc1ccc2c(CC(=O)Nc3ccc(N4CCOCC4)cc3)coc2c1 | 0.3 | 1 | -17 | 0.8 | -7 | 8 | -4 | -2 | 2
Cc1nc(NC(=O)CSc2nnc(C3CC3)n2C)sc1C | 0.1 | -5 | -5 | -0.1 | -20 | 4 | -10 | -10 | -1
COC(=O)c1ccccc1NC(=O)CN1CCC(NC(=O)c2ccccc2C)CC1 | 0.0 | 2 | -24 | 1.2 | 25 | -5 | -8 | -3 | 15
CC1(C(=O)N2CCN(Cc3ccccc3Cl)CC2)CC1(Cl)Cl (stereo not drawn) | -1.2 | -5 | -10 | 0.4 | 0 | -1 | -12 | -3 | 3
S=C(NNc1nc(Nc2ccccc2)nc(N2CCCCC2)n1)NC1CCCCC1 | -0.9 | -4 | -2 | -0.3 | -21 | 7 | -2 | -13 | 6
CN(CC(=O)Nc1cccc2c1CCCC2)S(=O)(=O)c1ccccc1 | -0.7 | -3 | -29 | -0.1 | 7 | 14 | -10 | 4 | 5
c1ccc(Cn2nnnc2C(c2ccccn2)N2CCN(c3ccccc3)CC2)cc1 (stereo not drawn) | -0.8 | 4 | -18 | -0.4 | 39 | -3 | -10 | -2 | 19
CSc1ccc(C(=S)N2CCCCCC2)cc1 | -0.9 | -9 | 0 | -1.0 | 14 | 12 | -5 | 2 | 4
CCN(CC)S(=O)(=O)c1ccc(C)c(NC(=O)CSc2ncc(C(F)(F)F)cc2Cl)c1 | -0.8 | -18 | -10 | 1.6 | 1 | 7 | -4 | -5 | 1
CC(=O)NCCC(=O)Nc1cc(S(=O)(=O)N2CCOCC2)ccc1Oc1ccccc1 | -0.3 | -12 | 0 | -0.1 | -31 | 9 | -3 | -2 | 1
Cn1c(C(=O)N2CCOCC2)cc2c(=O)n3ccccc3nc21 | 0.2 | -1 | -16 | -0.6 | -1 | 1 | -10 | -3 | 0
COc1ccccc1CCN=C(N)NS(=O)(=O)c1ccccc1F | 0.2 | -10 | -16 | 2.7 | -11 | 9 | -1 | -1 | 1
COc1ccc(C(c2nnnn2C2CCCC2)N2CCN(C/C=C/c3ccccc3)CC2)cc1 (stereo not drawn) | nt | 49* | nt | nt | -13 | -25 | nt | -8 | 2
Cc1ccc2occ(C(=O)c3ccco3)c(=O)c2c1 | -1.7 | 5 | 0 | 0.1 | -31 | -3 | -2 | -5 | 4
Cc1cc(C)c(S(=O)(=O)N2CCN(C(=O)C3CC3)CC2)c(C)c1 | nt | -13 | nt | nt | -20 | 9 | nt | -3 | 1
CC(C)(C)c1nc2ccccc2c(=O)n1N1C(=O)c2ccccc2C1=O | -2.2 | -6 | -15 | -0.9 | 14 | 1 | -14 | -3 | 0
O=C(N/N=C/c1ccc2c(c1)OCO2)c1ccc2c(c1)OCCO2 | 1.2 | -3 | -5 | -0.2 | 9 | 0 | -5 | -2 | 8
O=S(=O)(NCc1ccccc1F)NCc1ccccc1F | -0.8 | -1 | -5 | -0.7 | 6 | 7 | 1 | -9 | -1
O=C(/C=C/c1ccco1)NC(=S)Nc1ccccc1O | -0.2 | 4 | -13 | 0.3 | 4 | 2 | -11 | -9 | 9
c1ccc2c(c1)[nH]c1c(NCC3CCCO3)ncnc12 (stereo not drawn) | 7.2 | -9 | 0 | 5.3 | 0 | 8 | -16 | 1 | 9
CN(Cc1ccccc1)C(=O)COC(=O)c1cc(=O)c2ccccc2o1 | 0.6 | -16 | -12 | 1.3 | -3 | 7 | -1 | -1 | 5
Cc1cnc(C(=O)OCC(=O)Nc2ncc(Cl)cc2Cl)cn1 | 0.2 | 9 | -13 | 1.1 | 26 | -4 | -6 | -4 | 8
COc1ccc(N/C=C(\C(C)=O)c2ccc(OC)c(OC)c2)cc1OC | -0.6 | 0 | -11 | 0.6 | 9 | -2 | -2 | -4 | 3
O=C1C2CCCCN2C(=O)N1CCN1CCN(c2ccc(F)cc2)CC1 (stereo not drawn) | nt | -4 | nt | nt | -45 | 2 | nt | -3 | 1
CCC(C)Sc1cc(C)c(C#N)c2nc3ccccc3n12 (stereo not drawn) | -2.8 | -8 | -21 | -1.8 | -5 | 9 | -1 | -8 | 1
O=C(Nc1ccc(C(=O)N2CCOCC2)cc1)Nc1cccc2ccccc12 | 0.9 | -5 | 7 | 0.9 | 3 | 2 | -5 | -4 | 4
O=C(COC(=O)/C=C/c1ccc(Cl)cc1)Nc1ccc2[nH]c(=O)[nH]c2c1 | -0.1 | -5 | 5 | 1.1 | -14 | 6 | -9 | 2 | 3
CCN(CC(=O)N1CCCCCC1)S(=O)(=O)c1ccc(Cl)cc1 | -0.5 | -8 | -12 | -0.4 | 6 | 6 | -17 | -4 | 0
Cc1cc(O)c(C(C)C)cc1NC(=O)Nc1cccc2ccccc12 | 0.1 | 16 | -2 | 0.2 | 25 | -8 | -8 | -2 | 0
COc1cc(C(=S)N2CCCC2)cc(Cl)c1O | 0.6 | -11 | 2 | 0.7 | -8 | 6 | -3 | 0 | 12
CCCOc1ccc(C(=O)NC(=S)NNC(=O)c2c(-c3ccccc3)noc2C)cc1 | 93* | 62* | 39* | 106* | 108* | -23 | -19 | 97* | 176*
O=C(CN1CCc2ccccc2C1)Nc1cccc(S(=O)(=O)N2CCCC2)c1 | -0.5 | 31 | -23 | 0.2 | -7 | -11 | -9 | -3 | 38*
CCCCCCCCN1[C@@H](CC(=O)O)c2cc(C(F)(F)F)ccc2S1(=O)=O | -1.4 | 15 | -8 | -0.6 | -4 | -6 | -5 | -9 | 7
CCOC(=O)C(NCc1ccccn1)(NC(=O)c1cccnc1)C(F)(F)F (stereo not drawn) | 0.3 | -7 | 0 | -0.1 | 1 | 6 | -2 | -4 | 5
CN1CCN(S(=O)(=O)c2ccc(NC(=O)Cc3ccc([N+](=O)[O-])cc3)cc2)CC1 | 3.5 | -4 | -3 | 5.2 | 5 | 4 | -7 | 4 | 23
O=C(c1ccc2[nH]c(=O)c(=O)[nH]c2c1)N1CCN(c2ccccc2)CC1 | 0.2 | -1 | 4 | 0.4 | -5 | 12 | -4 | 1 | 3
O=C(Nc1nc(-c2ccc(F)cc2)cs1)c1ccc(N2C(=O)CCC2=O)cc1 | 18 | 0 | 2 | 11 | 2 | 7 | -8 | -1 | 8
O=C1/C(=C\c2ccsc2)NC(=S)N1c1ccccc1 | 0.1 | -10 | -13 | -0.5 | -25 | 4 | -1 | 4 | 2
O=C(OCC(=O)N1CCc2ccccc2C1)c1ccc(F)cc1Cl | -0.5 | -17 | -15 | -1.1 | -13 | 11 | -4 | -2 | 2
CN(CCCn1ccc(NC(=O)OCc2ccccc2)nc1=O)CCc1ccccn1 | nt | -1 | nt | nt | -5 | -4 | nt | -11 | 5

Among those listed so far, these have an NH in an aromatic ring.
SMILES | OXTR agonist | CHRM1 antagonist | CHO parental Ca | V1aR counter | TAAR1 antag | M1 PAM | OXTR potentiator | M1 ag | TAAR1 agonist
c1ccc2c(c1)[nH]c1c(NCC3CCCO3)ncnc12 (stereo not drawn) | 7.2 | -9 | 0 | 5.3 | 0 | 8 | -16 | 1 | 9
O=C(COC(=O)/C=C/c1ccc(Cl)cc1)Nc1ccc2[nH]c(=O)[nH]c2c1 | -0.1 | -5 | 5 | 1.1 | -14 | 6 | -9 | 2 | 3
O=C(c1ccc2[nH]c(=O)c(=O)[nH]c2c1)N1CCN(c2ccccc2)CC1 | 0.2 | -1 | 4 | 0.4 | -5 | 12 | -4 | 1 | 3

Screening results: PubChem, The Scripps Research Institute Molecular Screening Center
